High-throughput results (PubChem BioAssay)
NPR1 activator – GC-A stimulated cGMP production enhancers – HEK293 GC-A cells, cGMP TR-FRET, EC30 ANP, primary screen; activation, % at 10 µM; AID 1671463, 2021; actives 0.14% (n = 370,000); 0% at EC30 ANP, 100% saturating ANP; in the data active = activation above about 40%
GC-B act – human GC-B receptor activators, primary screen, HEK293 GC-B cells, cGMP TR-FRET, EC30 CNP | Atrial natriuretic peptide receptor 2 (Homo sapiens), P20594 | 0% at EC30 CNP, 100% saturating CNP | activation, % at 10 µM | actives 0.11% (n = 370,000) | AID 1920062, 2024;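 active = activation at 10 µM reaching about 35% in either raw or pattern-adjusted values, limit read from the data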
TCR-CD3 inh – inhibitors of human TCR-CD3 interaction, primary screen, biochemical, fluorescence, TAMRA-labeled TCR probe; AID 651800, 2012; actives 0.37% (n = 360,000); T-cell receptor (TCR); inhibition, % at 9.4 µM; in the data active = inhibition above about 19%;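 note: recombinant mutant TCR 2C K166C tagged with TAMRA read by polarization; 0% = receptor in buffer alone and 100% = receptor with positive control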
mABHD4 FP – ABHD4 inhibitors, primary screen, biochemical, fluorescence polarization, mouse; inhibition, % at 8.92 µM; purified mABHD4, FP-Rh probe fluorescence polarization; actives 0.54% (n = 370,000);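 active = inhibition exceeding the mean over every tested compound plus 3 SD, cut at about 30% in these data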;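 note: 0% = plate median of compound wells and 100% = S159A mutant with DMSO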
Target sequence (Q8VD66 whole entry, looked up): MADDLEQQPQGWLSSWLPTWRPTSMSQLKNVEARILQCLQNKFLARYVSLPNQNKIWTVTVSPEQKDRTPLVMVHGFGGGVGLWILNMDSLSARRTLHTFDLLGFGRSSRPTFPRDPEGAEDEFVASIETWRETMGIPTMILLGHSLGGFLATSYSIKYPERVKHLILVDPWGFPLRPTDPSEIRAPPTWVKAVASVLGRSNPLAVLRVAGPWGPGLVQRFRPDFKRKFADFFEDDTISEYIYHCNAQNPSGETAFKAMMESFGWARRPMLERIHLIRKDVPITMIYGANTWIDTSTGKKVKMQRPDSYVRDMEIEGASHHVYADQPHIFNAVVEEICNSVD
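Doses – 8.92 µM, single dose · Material – wild-type mouse ABHD4 protein · Replication – single well per compound (singlicate) · Measure – percent inhibition of probe binding, normalized to plate controls · Schedule – 45 min compound pre-incubation plus 60 min probe step, 25 °C · Detection – fluorescence polarization with parallel and perpendicular emission, 525/598 nm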
rCAG RNA binder – binders of r(CAG) RNA repeats, primary screen, biochemical, fluorescence. r(CAG) RNA repeat, TO-PRO-1 dye displacement fluorescence. inhibition, % at 3 µM. actives 1.3% (n = 370,000);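 active = inhibition above the plate cutoff, the mean of all test compounds on that plate plus 3 SD, cut at about 35% in these data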;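 note: 0% = DMSO alone and 100% = 100 µM mitoxantrone as full dye displacement; higher means more dye released from RNA so lower well fluorescence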
SIAE primary – human SIAE inhibitors, primary screen, biochemical, fluorescence polarization, FP-Rh probe, 1536-well HTS. Sialate O-acetylesterase (Homo sapiens), Q9HAT2. SIAE FP-Rh probe binding. inhibition, % at 9.66 µM. actives 0.69% (n = 370,000). AID 1053197, 2014;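 active = inhibition above a cutoff: mean of compounds within the control limits plus 3 SD of those, cut at about 17% in these data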;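 note: 0% = plate median of compound wells and 100% = probe without SIAE protein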
HTRA1 inh – HTRA1 serine protease inhibitors, primary screen, biochemical, fluorescence polarization, HTS; recombinant HTRA1, FP-rhodamine activity-based probe; inhibition, % at 5.96 µM; actives 0.5% (n = 340,000); in the data active = inhibition above about 36%;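 note: 0% = enzyme with DMSO and 100% = wells lacking enzyme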
MBD2 DNA inh – inhibitors of MBD2 binding to methylated DNA, primary screen, biochemical, TR-FRET, DNA-binding domain, human; Methyl-CpG-binding domain protein 2 (Homo sapiens), Q9UBB5; MBD2 binding to methylated oligonucleotide; inhibition, % at 4.4 µM; actives 0.31% (n = 370,000); AID 686964, 2013; in the data active = inhibition above about 13%
UHRF1 binding – UHRF1 methylated DNA binding inhibitors, primary screen, counter-screen for MBD2 inhibitor project, biochemical, TR-FRET, human UHRF1, single concentration; actives 0.75% (n = 370,000); UHRF1 binding to methylated oligo; E3 ubiquitin-protein ligase UHRF1 (Homo sapiens), Q96T88; inhibition, % at 4.4 µM; in the data active = inhibition above about 21%;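 note: UHRF1 SRA domain binding a hemimethylated CpG hairpin DNA probe; 0% = median of test compound wells and 100% = reference inhibitor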
PRMT1 inh – PRMT1 methyltransferase inhibitors, primary screen, biochemical, fluorescence polarization. Protein arginine N-methyltransferase 1 (Homo sapiens), Q99873. recombinant PRMT1, activity-based probe fluorescence polarization. inhibition, % at 2.79 µM. actives 1.3% (n = 370,000). AID 652257, 2013;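 active = inhibition above about 21% made by adding two undisclosed values, limit read from the data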
Target sequence (Q99873 whole entry, looked up): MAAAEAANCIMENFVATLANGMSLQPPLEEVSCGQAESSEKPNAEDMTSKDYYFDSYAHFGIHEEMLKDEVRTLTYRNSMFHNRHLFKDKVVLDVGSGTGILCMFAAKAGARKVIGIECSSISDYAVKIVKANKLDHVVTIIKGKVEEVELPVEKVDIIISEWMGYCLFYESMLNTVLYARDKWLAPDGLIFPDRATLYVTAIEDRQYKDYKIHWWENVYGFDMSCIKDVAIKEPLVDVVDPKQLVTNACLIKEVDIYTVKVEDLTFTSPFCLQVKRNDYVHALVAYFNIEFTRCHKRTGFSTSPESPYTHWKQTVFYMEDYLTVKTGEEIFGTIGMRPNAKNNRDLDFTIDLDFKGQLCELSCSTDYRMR
The depositor's hits bear a star; nt = not tested or not shown.

SMILES | NPR1 activator | GC-B act | TCR-CD3 inh | mABHD4 FP | rCAG RNA binder | SIAE primary | HTRA1 inh | MBD2 DNA inh | UHRF1 binding | PRMT1 inh
CCOC(=O)C1=C(CP(=O)(c2ccccc2)c2ccccc2)NC(=O)NC1c1ccc(OC)cc1 (centres undefined) | -3 | 4 | -2 | 3 | -7 | -7 | 1 | 1 | 2 | 1
Cc1cccc(NC(=O)CSCC(=O)N(C)Cc2c(F)cccc2Cl)c1 | 2 | -3 | -2 | 0 | -5 | -2 | -4 | -2 | -3 | -2
CC(C)=CCN1CCN(Cc2cccnc2)CC1CCO (centres undefined) | -1 | -3 | 1 | -5 | 0 | 2 | -2 | 3 | 2 | 0
CCOc1cc(C(=O)NC)cc(Br)c1OCc1ccccc1 | 20 | 13 | 2 | -2 | -2 | -1 | -11 | -7 | 48* | 2
CCOc1cc(C(=O)NCc2ccc3c(c2)OCO3)cc(OCC)c1OCC | 4 | -7 | -7 | -5 | -7 | 2 | -2 | 3 | 0 | 2
CN1CCCN(S(=O)(=O)c2ccc3c(c2)n(C)c(=O)c(=O)n3C)CC1 | 6 | -1 | nt | 0 | 4 | 2 | nt | -3 | 1 | -6
COc1ccc(CCNC(=O)Cn2c(=O)n(-c3cc(F)ccc3F)c(=O)c3sccc32)cc1OC | -5 | 4 | -5 | -6 | -2 | 6 | 4 | 0 | 3 | -3
Cc1ccc(/C=C2\CCCC3=C2NC(=S)NC3c2ccc(C)cc2)cc1 (centres undefined) | 0 | -2 | -3 | 16 | 9 | 3 | -12 | 0 | -2 | 45*
CS(=O)(=O)Cc1ccc(C(=O)N(CCc2ccccc2)Cc2ccccc2)cc1 | -2 | -3 | -2 | -1 | -6 | -5 | 2 | 6 | -2 | -3
COc1ccc(CNC(=O)[C@H](C)NC(=O)C2CCN(C(=O)[C@@H](N)Cc3ccccc3)CC2)cc1 | 3 | -2 | 1 | -3 | -3 | 4 | -2 | 4 | 2 | -7
CC(C(=O)N(C)Cc1cccc(F)c1)N1CCN(S(=O)(=O)c2ccc3c(c2)OCCCO3)CC1 (centres undefined) | -2 | 4 | 1 | 3 | -2 | 6 | -2 | 1 | -1 | -2
Cc1cccc(N(Cc2ccccc2)C(=O)c2ccccc2S(C)(=O)=O)c1 | -11 | -10 | -6 | 2 | -6 | 3 | 2 | 3 | 2 | 2
C[C@H]1C2CC(OC(=O)Nc3ccc(C#N)cc3)C(C2)[C@H]2CCCCN21 (some centres undefined) | -2 | 6 | nt | 1 | 8 | -8 | nt | 0 | -2 | 2
Cc1nnc(NC(=O)CSc2nccn2C)s1 | 1 | 3 | -6 | 9 | -3 | -3 | -1 | 5 | 1 | 3
COc1cccc(-n2nnc3c(=O)n(Cc4ccc(F)cc4)cnc32)c1 | -2 | -1 | -7 | -7 | 1 | -3 | -4 | 7 | 4 | 0
COc1ccc(C(=O)NCCc2nnc(SCC(=O)Nc3ccccc3)n2C)cc1 | 0 | -3 | 3 | -4 | -4 | 8 | -6 | -1 | 1 | 0
CC(C)Sc1nc2c(c(=O)n(C)c(=O)n2C)n1Cc1ccc(Cl)cc1 | 20 | 28 | 8 | 3 | -1 | -9 | -2 | -2 | -1 | 0
COc1ccc(Br)cc1C(=O)N/N=C/c1ccc([N+](=O)[O-])cc1 | 0 | 4 | 6 | 2 | 0 | -3 | -4 | 0 | -2 | -2
O=C1CC(N(O)c2ccccc2)C(=O)N1c1ccc(Cl)c(Cl)c1 (centres undefined) | 0 | -1 | 24* | 46* | 21 | 7 | 60* | -5 | -7 | 12
Cc1ccc(NC(=S)NN(C)c2cc(C)nc(C)n2)cc1 | 0 | 1 | -2 | -7 | -2 | 2 | 2 | 8 | -1 | -1
Cc1c(C(=O)N2CCC2)oc2ccc(Br)cc12 | -5 | 1 | -2 | -2 | 2 | -10 | -1 | 3 | 1 | -4
CCCCOC(=O)C(NC(=O)c1ccccc1)=C(C)C | 1 | 1 | 2 | -5 | -2 | -5 | -2 | 0 | 2 | 1
Cn1c(=O)c2c(O)cc(=O)n(-c3ccccc3)c2n(C)c1=O | -2 | 3 | -3 | 8 | -2 | 5 | 2 | 5 | 2 | -2
CCOC(=O)Cc1csc(NC(=O)CSc2nc(N)c3c(C)c(C)sc3n2)n1 | 3 | 4 | -7 | -24 | 7 | -10 | -9 | 9 | 5 | 5
COc1ccc(Cl)cc1NC(=O)C/C(C)=N/NC(=O)COc1ccc(C)cc1 | -1 | 0 | 1 | -18 | 5 | -7 | -13 | 7 | 0 | -5
O=C(c1ccc(F)c(S(=O)(=O)N2CCOCC2)c1)N1CCN(c2ncccn2)CC1 | 1 | 4 | 5 | -3 | -1 | 7 | 2 | -6 | 0 | 0
CCOC(=O)c1cn[nH]c1C(F)(F)F | 2 | -2 | 0 | -3 | 1 | 1 | nt | 2 | -1 | -5
Cc1ccc(-c2cc(C(=O)Nc3cc(C)on3)c3ccccc3n2)cc1 | 3 | -1 | 3 | -1 | 2 | 5 | 0 | 3 | 3 | -3
Cc1ccc(S(=O)(=O)N(Cc2cccc(C(F)(F)F)c2)C(=O)N2CCN(C)CC2)cc1 | 3 | 0 | -3 | 6 | -2 | 7 | 0 | 1 | 0 | 0
Cc1ccccc1NC(=O)c1ccccc1NS(=O)(=O)c1cccc2cccnc12 | -1 | -1 | 2 | -4 | 31 | 3 | -1 | -5 | 0 | 0
COc1cc(OC)cc(C(=O)NNC(=O)CCC2CCCC2)c1 | 4 | 4 | -1 | -1 | 1 | 0 | 4 | 2 | -2 | -1
CCn1nc(C)c(CN2CCCC(CO)(Cc3ccccc3)C2)c1C (centres undefined) | 0 | -3 | -2 | -2 | -6 | -1 | 1 | -3 | 12 | -1
COc1cc(OC)cc(C(=O)NNC(=O)CCOc2ccccc2OC)c1 | -1 | 2 | -2 | -5 | 1 | 5 | 0 | 3 | 1 | -3
Cc1ccc(NC(=O)c2cc(-c3ccccc3)nn2-c2ccccc2)c(Br)c1 | -1 | -3 | 3 | -5 | 2 | -8 | 11 | -4 | 8 | 1
C=C(C)Cn1c(=O)c2c(nc3n2CCCN3CCc2ccccc2)n(C)c1=O | 3 | 9 | 6 | 4 | -5 | 7 | -2 | 1 | -1 | -1
CCCOc1ccc(C2=CSC3=NCCN23)cc1 | 2 | 4 | 1 | 5 | 3 | -2 | 9 | 2 | 3 | 7
COc1ccc(NC(=S)N(CCc2c(C)[nH]c3ccccc23)Cc2cccnc2)cc1 | -7 | 0 | -2 | 1 | 6 | 5 | 1 | -3 | 0 | -6
CC(=O)Nc1ccc(NS(=O)(=O)c2ccc(Cl)s2)cc1 | 4 | 5 | 11 | -2 | -2 | 2 | 8 | -7 | 0 | -1
Cc1c(/C=N/O)sc2ccccc12 | -2 | 0 | 3 | 0 | 1 | 0 | -3 | 2 | -2 | -3
CC(C)n1c(N2CCN(C(=O)N3CCCCC3)CC2)nc2ccccc21 | 1 | -3 | -10 | -2 | -8 | -4 | 2 | 9 | 8 | 2
CC(C)c1nnc(SCC(=O)NCc2ccc3c(c2)OCO3)n1C | -1 | 3 | 1 | -13 | 2 | -4 | -1 | -6 | 1 | -4
CCOC(=O)c1nc2sc(C)c(C)c2c(=O)[nH]1 | -1 | -1 | -2 | 0 | -2 | 2 | 1 | -6 | 0 | -5
COc1cccc(CNC(=O)[C@H](CC(C)C)NC(=O)N2CCn3c2nc2ccccc23)c1 | -1 | -3 | 8 | -4 | -3 | 0 | -17 | 0 | 0 | 1
COC(=O)c1cccc(C23CC4(C2)[C@H](CN(Cc2ccc(-c5ccccc5)cc2)[C@@H]4c2ccccc2)C3c2ccc(Cl)nc2)c1 (some centres undefined) | -5 | -7 | -3 | 0 | 9 | -9 | -37 | 1 | -4 | -1
Cc1ccc(C)c(S(=O)(=O)N2CCN(CC(=O)Nc3cc(C)on3)CC2)c1 | -3 | 3 | 5 | 0 | -3 | 4 | -5 | 3 | 0 | -3
C=CCNC(=O)c1c2c(nc3ccccc13)-c1ccccc1CC2 | 6 | 2 | 6 | 0 | 0 | -1 | -6 | -1 | 9 | -3
COc1ccc(C)cc1S(=O)(=O)N(CC(=O)N1CCCC1)c1ccccc1 | -2 | 1 | -1 | 3 | -7 | 1 | -4 | 3 | -1 | -2
COc1cc(/C=N/Nc2nc3c(c(=O)n(C)c(=O)n3C)n2Cc2ccccc2)ccc1OC(=O)c1ccco1 | 0 | 8 | -5 | 0 | 17 | 21* | -2 | 9 | 4 | 4

An excerpt from above in order of molar mass, low to high.
SMILES | NPR1 activator | GC-B act | TCR-CD3 inh | mABHD4 FP | rCAG RNA binder | SIAE primary | HTRA1 inh | MBD2 DNA inh | UHRF1 binding | PRMT1 inh
Cc1c(C(=O)N2CCC2)oc2ccc(Br)cc12 | -5 | 1 | -2 | -2 | 2 | -10 | -1 | 3 | 1 | -4
CCOc1cc(C(=O)NCc2ccc3c(c2)OCO3)cc(OCC)c1OCC | 4 | -7 | -7 | -5 | -7 | 2 | -2 | 3 | 0 | 2
Cc1ccccc1NC(=O)c1ccccc1NS(=O)(=O)c1cccc2cccnc12 | -1 | -1 | 2 | -4 | 31 | 3 | -1 | -5 | 0 | 0

(further entries)
SMILES | NPR1 activator | GC-B act | TCR-CD3 inh | mABHD4 FP | rCAG RNA binder | SIAE primary | HTRA1 inh | MBD2 DNA inh | UHRF1 binding | PRMT1 inh
CCCCCn1cnnc1SCC(=O)c1ccc2c(c1)OCO2 | 3 | -2 | 3 | 6 | 2 | 2 | -12 | -5 | 1 | -2
COc1ccc(/C=C/C(=O)N(c2ccccn2)C2CCCCC2)cc1OC | -2 | 3 | 0 | 3 | -6 | 5 | 7 | -3 | -2 | 1
O=C(Nc1ccc(Cl)cc1)c1ccco1 | 4 | 5 | -5 | -1 | -2 | -1 | -9 | 2 | 1 | 3
CCOc1ccc(S(=O)(=O)N2CCCC(C(=O)NCc3cccnc3)C2)cc1C (centres undefined) | 3 | -4 | 1 | -1 | 0 | -6 | 2 | -2 | -3 | 1
O=c1cc(CO)oc(CN2CCN(c3ccccc3)CC2)c1O | 1 | -9 | 0 | -1 | 0 | -3 | 0 | 4 | 4 | 0
NC(=O)C1CCN(C(=O)c2ccc(NS(=O)(=O)/C=C/c3ccccc3)cc2)CC1 | 2 | 1 | -5 | -9 | 6 | 5 | 4 | 4 | 2 | 5
CCOC(=O)C1CCCN(S(=O)(=O)c2c(C)c(C)cc(C)c2C)C1 (centres undefined) | -4 | -4 | 3 | -1 | -11 | -2 | -9 | 4 | 14 | 0
CCCN(CCC)CCCNC(=O)c1ccc2c(c1)N(CC)C(=O)c1ccccc1S2=O (centres undefined) | 3 | 3 | -2 | 1 | -8 | 3 | -4 | 3 | 0 | -1
Cc1noc(C)c1S(=O)(=O)N1CCC(Cc2ccccc2)CC1 | 1 | -3 | 3 | -11 | 0 | 4 | -6 | -5 | 2 | -2

Not all compounds are listed, so the mix of outcomes need not match the whole.
